# High-throughput results from PubChem.
# Tb PYK inh: blocks Trypanosoma brucei pyruvate kinase | Q57TT1 | TbPYK enzyme, Kinase-Glo Plus ATP luminescence, 45 min | Potency, µM (series often up to 76.8 µM), without a hit: top-dose activity, negative = inhibition, usual class: inhibitors | hit rate 0.12% among 410,000; active means well fitted inhibition curve with a large enough effect; further: nearly all actives have a fitted effect of over 50% in size
#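 TbPYK + substrate in 50 mM TEA pH 7.2, 100 mM KCl, 10 mM MgCl2, 0.05% BSA, 0.01% Tween-20; cpd pinned; ADP 130 uM final; 45 min RT; Kinase-Glo Plus 10 min; luminescence endpoint.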
# Numbers without * were called inactive; [ ] = dose if it differs, or a comment. On the % scale 0 is the no-effect control and ±100 the full control effect; potency means the concentration at half of the fitted maximal effect. These rows are one share of the data; count on the stated rates, not on these rows.
SMILES,Tb PYK inh
O=c1[nH]c2ccccc2n1C1CCN(C(c2cccc3ccccc23)c2nnnn2-c2ccc3c(c2)OCCO3)CC1 (stereo unspecified),-17%
CC(=O)Nc1cccc(-c2cnc(NC(C)=O)cn2)c1,6%
Cc1ccc(-c2nnc(Nc3ccc(O)cc3)c3ccccc23)cc1S(=O)(=O)NCC1CCCO1 (stereo unspecified),1%
CCOC(=O)c1ccc(NS(=O)(=O)c2ccc(-c3cc(C)no3)cc2)cc1,2%
CCC(Sc1nc2ccccc2c2nc(CCc3c(C)n[nH]c3C)nn12)C(=O)Nc1ccc(F)cc1 (stereo unspecified),-3%
CCOc1ccccc1NC(=O)C1=C(C)Nc2ncnn2C1c1ccc(C)o1 (stereo unspecified),-3%
CC(=O)c1cccc(NC(=O)c2ccc3nc(Cc4ccccc4)oc3c2)c1,2%
CC1(C(=O)NS(=O)(=O)Cc2ccccc2C(F)(F)F)CCN1C(=O)c1ccccc1 (stereo unspecified),2%
CCOc1cccc(C2c3[nH]c4ccccc4c3CCN2C(=O)CCc2ccccc2)c1 (stereo unspecified),-4%
Cc1cc(C)c(NC2=NCCS2)cc1C,5%
CC(=O)Nc1ccc(C(=O)N2CCCC(c3cc(C(=O)Nc4ccccc4Cl)no3)C2)cc1 (stereo unspecified),-5%
O=C(CSc1ncc2c(n1)-c1ccccc1N(Cc1ccccc1)S2(=O)=O)Nc1ccccc1,3%
CCN1CCN(c2ncc3c(n2)CCN(Cc2cccc(F)c2F)C3)CC1,-5%
CCCNC(=O)C[C@@H]1C[C@@H]2c3cc(NS(=O)(=O)c4ccc(OC)cc4)ccc3O[C@@H]2[C@@H](CO)O1,-3%
COc1ccc(S(=O)(=O)N(C)C[C@@H]2Oc3cc(C#CC4CCCCC4)ccc3S(=O)(=O)N([C@@H](C)CO)C[C@@H]2C)cc1,3%

# Reformatted as tab-separated lines: entries from further up
SMILES	Tb PYK inh
CCOc1cccc(C2c3[nH]c4ccccc4c3CCN2C(=O)CCc2ccccc2)c1 (stereo unspecified)	-4%
CCN1CCN(c2ncc3c(n2)CCN(Cc2cccc(F)c2F)C3)CC1	-5%
CCOc1ccccc1NC(=O)C1=C(C)Nc2ncnn2C1c1ccc(C)o1 (stereo unspecified)	-3%
O=c1[nH]c2ccccc2n1C1CCN(C(c2cccc3ccccc23)c2nnnn2-c2ccc3c(c2)OCCO3)CC1 (stereo unspecified)	-17%
CC(=O)Nc1ccc(C(=O)N2CCCC(c3cc(C(=O)Nc4ccccc4Cl)no3)C2)cc1 (stereo unspecified)	-5%

# (listing goes on)
SMILES,Tb PYK inh
CCC(=O)N1CCc2cc(S(=O)(=O)NC(CC(C)C)C(=O)Nc3cc(C)ccc3OC)ccc21 (stereo unspecified),0%
COc1ccc(CCNC(=O)CSc2cc(=O)n(C)c3ccccc23)cc1OC,0%
Cc1c(-c2ccc(OCCN3CCOCC3)cc2)c(=O)oc2ccc3ccccc3c12,-10%
CCCSc1ncc(Cl)c(C(=O)N(Cc2cccc(Cl)c2)C2CCS(=O)(=O)C2)n1 (stereo unspecified),10%
CCc1ccc(-n2nc3cc(C)c(NC(=O)c4cc(Cl)ccc4OC)cc3n2)cc1,0%
CCOc1ccc(-c2cc3nc(C4CCN(C(=O)OC(C)(C)C)CC4)c(C(=O)Nc4ccc(C(=O)OC)cc4)cn3n2)cc1,-2%
CCN(CC)S(=O)(=O)c1ccc2c(c1)N(CC(=O)Nc1ccc(C)cc1C)C(=O)C1CCCN21 (stereo unspecified),-1%
CCOc1ccc(/C=C/c2nc(C#N)c(N3CCCCC3)o2)cc1,3%
CC1C(=O)N(Cc2cn(CCC3OCCO3)nn2)CCS(=O)(=O)N1Cc1ccc(-c2ccc(Cl)c(Cl)c2)cc1 (stereo unspecified),1%
CCN(C(=O)CSc1ncc(S(=O)(=O)c2ccc(C)c(Cl)c2)c(=O)[nH]1)c1cccc(C)c1,7%
COc1cccc(NC(=O)C2(C)CCN2C(=O)Cc2ccc(-c3ccccc3)cc2)c1 (stereo unspecified),-1%
CC1(Oc2cnc(Cl)c3ccccc23)CCN(Cc2ccc(-c3ccccn3)cc2)C1 (stereo unspecified),1%
COc1ncnc2c1ncn2CCCN(CCCc1ccccc1)CCCn1cnc2c(OC)ncnc21,4%
Cc1cccc(NC(=O)N2CC=C(c3c[nH]c4ccccc34)CC2)c1C,-2%[15.4 µM]
Cc1ccc(C)n1-c1nnc(N2CCCC(C(=O)NCc3ccccc3)C2)s1 (stereo unspecified),0%
CC(=O)Nc1nonc1-c1nnc(SCc2ccc(F)cc2Cl)n1C,13%
CC(C)n1nnnc1C1c2ccccc2C(=O)N1CCCn1ccnc1 (stereo unspecified),-3%
Cc1ccccc1NC(=O)N1CCC(CN2CCCC2)CC1,0%
COc1ccc(CNc2oc(-c3ccc(COc4ccc(OC)cc4)o3)nc2C#N)cc1,6%
COc1ccc(-n2ccnc(NCc3ccc(Cl)cc3)c2=O)cc1,0%
Cc1ccc(C)n1-c1nnc(N2CCCC(C(=O)Nc3ccccc3Br)C2)s1 (stereo unspecified),-7%
COC(=O)[C@]12CCCCC=C1N(Cc1ccc(Cl)cc1Cl)C(=O)[C@H](CC(=O)N1CCCCC1)C2,0%
Cc1ccc(-c2nc3c(C)cc(Br)cn3c2Cc2ccsc2)cc1,-5%
CCc1ccc(NCc2cc3cc4c(cc3n(CC(=O)Nc3ccc(C)cc3)c2=O)OCO4)cc1,-3%
COc1ccccc1N(C)C(=O)Cn1c(=O)oc2cc(S(=O)(=O)N3CCCC3)ccc21,-9%
COc1cc(Cl)ccc1OC1(C)CCN(Cc2ccccc2OC(F)F)C1 (stereo unspecified),3%
CCN(CC)S(=O)(=O)c1ccc(C(=O)N2CC(=O)Nc3ccc(F)cc3C2c2ccccc2)cc1 (stereo unspecified),4%
CCOC(=O)C1=C[C@@H](C(C)(C)C)N(S(=O)(=O)c2ccc(C)cc2)[C@H]1c1ccc(C#N)cc1,-7%
Cn1ccc2c(-c3ccc4c(c3)OCCO4)cc3c(c21)C1CCC3C1 (stereo unspecified),0%
C[C@H]1CN([C@@H](C)CO)C(=O)CCCn2nncc2CO[C@H]1CN(C)S(=O)(=O)c1ccc2ccccc2c1,0%

# Brought forward from above: 3 compounds; new compounds follow.
SMILES,Tb PYK inh
CCOC(=O)C1=C[C@@H](C(C)(C)C)N(S(=O)(=O)c2ccc(C)cc2)[C@H]1c1ccc(C#N)cc1,-7%
Cn1ccc2c(-c3ccc4c(c3)OCCO4)cc3c(c21)C1CCC3C1 (stereo unspecified),0%
C[C@H]1CN([C@@H](C)CO)C(=O)CCCn2nncc2CO[C@H]1CN(C)S(=O)(=O)c1ccc2ccccc2c1,0%
CCOc1ccc(-c2cc(CCCC(=O)NCCc3ccc(OC)c(OC)c3)no2)cc1,8%
Cc1ccc(SCc2nc(-c3ccc(C(=O)NCc4ccc(Cl)cc4)cc3)oc2C)cc1,1%
CCOC(=O)c1c(-c2ccc(C)cc2C)csc1NC(=O)c1ccccc1Cl,2%
COc1ccc(C(c2nnnn2Cc2ccccc2)N2CCC3(CC2)C(=O)NCN3c2ccccc2)cc1 (stereo unspecified),3%
O=C1NC[C@@H](CCCCN2CCN(CCc3ccc(O)cc3)C(=O)C2=O)N(CCc2ccc(O)cc2)C1=O,0%
CC1(C(=O)NCc2cccc3ccccc23)CCN1C(=O)C1(c2ccccc2)CCCC1 (stereo unspecified),-1%
CCn1c(C(=O)NCCc2ccc(OC)c(OC)c2)cc2sc(Cl)cc21,-2%
CCC(Oc1ccccc1F)C(=O)Nc1cc(-c2ccccc2)no1 (stereo unspecified),1%
COc1ccc(OC)c(S(=O)(=O)N2CCN(Cc3nc4ccc(C)cc4o3)CC2)c1,0%
CC(C)(C)C(=O)Nc1c(C(=O)N2CCN(c3ccc(F)cc3)CC2)oc2ccccc12,3%
CCOc1ccc(NC(=O)NCc2c(-n3cccc3)sc3c2CCCC3)cc1,0%
CC(C)N1CCN(c2ccncc2S(=O)(=O)N2CCN(C)CC2)CC1,3%
Cc1cc(OCCCSc2nc(-c3ccc(C(C)(C)C)cc3)nc3cc(=O)[nH]n23)ccc1Cl,-4%
CCOC(=O)[C@]12CCC=C1N(Cc1ccc3c(c1)OCO3)C(=O)[C@H](CC(=O)NCc1ccccc1)C2,-1%
CC1CN(S(=O)(=O)c2cccc(C(=O)N(C)C3CCCCC3)c2)CC(C)O1 (stereo unspecified),-6%
Cc1ccc(NC(=O)c2ncn(-c3ccccc3)n2)cc1Cl,-2%
COc1ccc(-c2nc3c(C#N)c[nH]n3c2NC2CCCCC2)c(OC)c1,0%
COc1ccc(C)cc1NC(=O)c1ccc2c(c1)nnn2C1CCCC1,-11%
COC(=O)c1ccc(NC(=O)CN(Cc2ccccc2)S(=O)(=O)c2ccc(C)cc2)cc1,-6%
CS(=O)(=O)N1CCCCC1c1cc(C(=O)Nc2ccccc2)no1 (stereo unspecified),-4%
COc1ccccc1Cc1c(-c2ccc(F)cc2)nc2c(C)cc(Br)cn12,0%
O=C(NCc1cccnc1)c1csc([C@@H]2C[C@H](O)[C@@H](CO)O2)n1,-4%
Cc1onc(-c2ccccc2)c1C(=O)N1CCC(C)(C(=O)O)C1 (stereo unspecified),-9%
CCOc1ccccc1N(CC)C(=O)c1cc2c(=O)n(CC)c3ccccc3c2s1,-9%
CCc1cccc(NC(=O)CSc2nccn2C)c1,6%
CCOc1cc(C2Nc3ccccc3-c3nnc(SCc4ccccc4)nc3O2)ccc1OC (stereo unspecified),-10%
COc1ccc(OC)c(CNS(=O)(=O)c2ccc3c(c2)oc(=O)n3C)c1,-3%
Cc1noc(C)c1-c1ccc(C(=O)NCCC(F)(F)F)c2occc12,-6%
O=C(O)CN1C(=O)N/C(=C\c2cccn2-c2ccc(P(=O)(O)O)cc2)C1=O,-19%
CC(C)Cc1ccc(-c2cc3nc(NCCCn4ccnc4)ccn3n2)cc1,-5%

# Part of the list above, set out differently:
smiles | Tb PYK inh
CCOc1ccccc1NC(=O)C1=C(C)Nc2ncnn2C1c1ccc(C)o1 (stereo unspecified) | -3%
CC(C)Cc1ccc(-c2cc3nc(NCCCn4ccnc4)ccn3n2)cc1 | -5%
CCN(CC)S(=O)(=O)c1ccc(C(=O)N2CC(=O)Nc3ccc(F)cc3C2c2ccccc2)cc1 (stereo unspecified) | 4%
COc1ccc(OC)c(CNS(=O)(=O)c2ccc3c(c2)oc(=O)n3C)c1 | -3%
CCN1CCN(c2ncc3c(n2)CCN(Cc2cccc(F)c2F)C3)CC1 | -5%
Cc1cc(OCCCSc2nc(-c3ccc(C(C)(C)C)cc3)nc3cc(=O)[nH]n23)ccc1Cl | -4%
COc1ccc(CNc2oc(-c3ccc(COc4ccc(OC)cc4)o3)nc2C#N)cc1 | 6%

# Remaining list, next part:
SMILES,Tb PYK inh
Cc1ccc2c(c1)c1c(c(=O)n(Cc3ccccc3)c(=O)n1CC(=O)NCc1ccccc1Cl)n2C,0%
Cc1nn(-c2ccccc2)c(OC(=O)C(C)(C)C)c1Sc1ccccc1,-20%
Cc1cccc(N2CCN(C(=O)CN3C(=O)COc4ccc(S(=O)(=O)N5CCC(C)CC5)cc43)CC2)c1C,-2%
CC1(Cc2ccc(Cl)cc2)C(=O)Nc2c(Cl)ccc(Cl)c21 (stereo unspecified),7%
COc1ccc(NC(=O)Cn2c(=O)n(-c3ccc(Cl)cc3)c(=O)c3c(C)c(C(=O)N(C)C)sc32)cc1Cl,11%
CCn1c(=O)c2cc(C(=O)Nc3cc(C)c(Cl)cc3OC)sc2c2ccccc21,-7%
COc1cc(OC)cc(C(=O)Oc2c(Sc3ccccc3)c(C)nn2C(C)(C)C)c1,-3%
CC(=O)c1cc(-c2ccc(F)cc2)n(CCC(=O)Nc2nc3c(C)cccc3s2)c1C,7%[15.4 µM]
CCOC(=O)Cc1ccc(NC(=O)Nc2nnc(N3CCCCC3C)s2)cc1 (stereo unspecified),4%
Cc1cc2oc(=O)c(CC(=O)NCCc3ccccc3)c(C)c2c2occ(C(C)(C)C)c12,2%
Cc1c(Cl)cccc1NC(=O)C1CCCN(C(=O)c2cnn(-c3ccccc3)c2-n2cccc2)C1 (stereo unspecified),-4%
Cc1ccc(Cl)cc1NC(=O)N1CCC(CN2CCCCCC2)CC1,3%
Cc1cccc(OCC(=O)Nc2ccc3nc(SCc4ccccc4)sc3c2)c1,1%
COCOCCn1cc(CN2CCS(=O)(=O)N(Cc3ccc(-c4ccc(Cl)cc4)cc3)C(C)C2=O)nn1 (stereo unspecified),-9%
CCc1cccc(C)c1NC(=O)CN1CCCN(Cc2ccccc2Cl)S1(=O)=O,0%[15.4 µM]

# Two of the compounds above, with tabs.
structure	Tb PYK inh
COc1ccc(OC)c(CNS(=O)(=O)c2ccc3c(c2)oc(=O)n3C)c1	-3%
Cc1noc(C)c1-c1ccc(C(=O)NCCC(F)(F)F)c2occc12	-6%

# Later entries:
SMILES,Tb PYK inh
COc1cccc(CNc2ncnc3onc(C)c23)c1,-1%
CCOC(=O)c1cc(C)n(CC2CCC(C(=O)Nc3ccc(C(=O)OC)cc3)CC2)c1C (stereo unspecified),-2%
FC(F)(F)c1cccc(-c2nnn3c2nc(NC2CCCCC2)c2ccccc23)c1,-2%
O=C(CNS(=O)(=O)Cc1ccccc1)NNc1ccccc1,0%
COc1ccc2c(c1)c(=O)c(S(=O)(=O)c1ccc(F)cc1)cn2CC(=O)Nc1ccc(C)cc1C,1%
CCOC(=O)C1=C(CN(C)Cc2ccccc2)NC(=O)NC1c1ccc(OC)cc1 (stereo unspecified),2%
COCCNC(=O)C1(C)CCCN(C(=O)c2cccc(Cl)c2)C1 (stereo unspecified),4%
CCc1ccc(CNC(=O)c2nn(-c3ccc(C)cc3)c(=O)c3c2c2ccccc2n3C)cc1,-13%
Cc1cccc(CNC(=O)CN2C(=O)CSc3c2c(C)nn3-c2ccccc2)c1,0%
CN(C)c1ncc2nc(-c3ccc(Cl)cc3)c(=O)n(C3CC3)c2n1,4%
CCNC(=O)C1CCCN(C(=O)c2ccc3ccccc3c2)CC1 (stereo unspecified),3%
Cn1c(=O)c2c(-c3ccccc3)n(-c3cc(Cl)c([N+](=O)[O-])cc3O)cc2n(C)c1=O,1%
